Screens (PubChem BioAssay)
TR-FRET SRC-2 ct = TR-FRET artefact, counter-screen to PPARgamma/SRC-2 agonist assay; active compounds read high; TR-FRET ratio at 8 µM; 200,000 tested, 0.4% active; AID 1049; in the data active means TR-FRET ratio above about 2000; further: inactives centre near 1500
PPARg SRC-1 ag = agonists of human PPARgamma SRC-1 coactivator recruitment; P37231; PPARgamma-SRC-1 coactivator recruitment biochemical assay; activation, % at 8 µM; 200,000 tested, 0.41% active; AID 631; in the data active means activation above about 19%;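 further: 0% = DMSO and 100% = reference agonist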
Target sequence (P37231 whole entry, looked up): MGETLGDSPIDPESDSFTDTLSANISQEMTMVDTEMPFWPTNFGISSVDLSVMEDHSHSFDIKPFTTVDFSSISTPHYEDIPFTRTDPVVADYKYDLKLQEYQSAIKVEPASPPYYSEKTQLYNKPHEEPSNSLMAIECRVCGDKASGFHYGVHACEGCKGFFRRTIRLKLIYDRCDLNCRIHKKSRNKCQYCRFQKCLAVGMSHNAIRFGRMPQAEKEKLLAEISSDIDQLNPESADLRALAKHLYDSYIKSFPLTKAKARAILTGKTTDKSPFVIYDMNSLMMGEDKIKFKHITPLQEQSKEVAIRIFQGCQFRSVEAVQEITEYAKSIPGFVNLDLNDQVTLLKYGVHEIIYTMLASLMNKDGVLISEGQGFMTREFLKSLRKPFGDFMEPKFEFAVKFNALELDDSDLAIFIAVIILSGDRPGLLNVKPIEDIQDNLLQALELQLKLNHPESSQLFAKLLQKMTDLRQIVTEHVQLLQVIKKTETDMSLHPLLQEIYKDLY
TNAP act hiacc = increases human TNAP activity under high phosphate acceptor concentration; P05186; purified TNAP, CDP-star luminescence, 1 M DEA, 30 min; active compounds read high; 0 = EDTA background, 1 = DMSO-only activity; activation factor at 20 µM; 200,000 tested, under 10 active; AID 1136;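 active means activation factor at least 2 at 20 µM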
Target sequence (P05186 whole entry, looked up): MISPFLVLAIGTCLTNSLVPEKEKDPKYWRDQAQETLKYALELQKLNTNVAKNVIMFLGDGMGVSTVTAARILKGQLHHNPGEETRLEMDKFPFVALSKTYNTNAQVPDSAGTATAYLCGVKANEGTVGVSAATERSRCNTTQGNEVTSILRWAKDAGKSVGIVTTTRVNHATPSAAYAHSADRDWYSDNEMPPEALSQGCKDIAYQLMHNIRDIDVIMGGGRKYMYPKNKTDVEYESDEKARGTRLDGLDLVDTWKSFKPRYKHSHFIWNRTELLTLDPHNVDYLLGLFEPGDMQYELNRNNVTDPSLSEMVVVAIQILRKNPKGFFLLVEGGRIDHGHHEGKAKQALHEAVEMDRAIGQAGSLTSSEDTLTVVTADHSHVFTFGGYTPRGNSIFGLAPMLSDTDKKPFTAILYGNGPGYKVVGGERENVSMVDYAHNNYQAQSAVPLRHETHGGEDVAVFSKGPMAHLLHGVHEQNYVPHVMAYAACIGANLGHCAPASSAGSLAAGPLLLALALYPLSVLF
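Assay system: human TNAP; Input: enzyme diluted 1/800 final; Reagent: CDP-star luminogenic substrate at 100 µM final; Timing: 30 min, room temperature; Signal: luminescence; Evaluation: TNAP activation factor scaled between EDTA and DMSO control wells.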
PPARg SRC3 recr = agonists of human PPARgamma SRC-3 coactivator recruitment. P37231. activation, % at 8 µM. biochemical PPARgamma/SRC-3 coactivator recruitment assay. 200,000 tested, 0.26% active. AID 731; in the data active means activation above about 23%;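 further: 0% = DMSO and 100% = reference agonist; some compounds past the cut are filed as inactive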
TNAP inh no acc = inhibitors of human TNAP without phosphate acceptor; 200,000 tested, 0.26% active; AID 1012; P05186; inhibition, % at 20 µM; purified TNAP, CDP-star luminescence, 30 min;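 active means tissue-nonspecific alkaline phosphatase inhibition above about 50% at 20 µM in the single-dose screen, limit read from the data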;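 further: 0% = DMSO negative control and 100% = EDTA positive control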
HMGR II inh = inhibitors of class II HMG-CoA reductase from Enterococcus faecalis. inhibition, % at 10 µM. 190,000 tested, 0.41% active. AID 1066. purified E. faecalis HMGR, NADPH absorbance 340 nm kinetic;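 active means inhibition above a set limit, the median over all tested compounds plus 3 SD, cut at about 9.5% in these data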;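 further: enzyme runs in reverse so mevalonate oxidation gives rising NADPH absorbance; 0% = complete reaction with DMSO and 100% = background rate lacking mevalonate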
bIAP inhibitor = intestinal alkaline phosphatase (bovine) inhibition; purified bovine IAP, CDP-star luminescence, 30 min; 190,000 tested, under 10 active; inhibition, % at 20 µM; AID 1019;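 active means over 50% inhibition of intestinal alkaline phosphatase at 20 µM in the single-dose screen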
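System: purified bovine intestinal alkaline phosphatase (IAP) enzyme; Input: IAP diluted 1/65,000,000 in the well; Measured by: CDP-star luminescence signal; Compound dosing: 20 µM single dose; Incubation: 30 min reaction at room temperature.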
bIAP activator = increases bovine intestinal alkaline phosphatase activity; purified bovine IAP, CDP-star luminescence, 30 min; active compounds read high; fold of DMSO-control signal, blank-subtracted; 200,000 tested, 0.17% active; AID 1016; activation factor at 20 µM;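 active means activation factor of 2 or more at 20 µM, a signal rise over negative controls twice the positive control's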
PPARg SRC2 recr = agonists of SRC-2 recruitment by human PPARgamma | P37231 | PPARgamma LBD-SRC-2 recruitment, biochemical | 200,000 tested, 0.34% active | activation, % at 8 µM | AID 1032; in the data active means activation above about 22%;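 further: 0% = vehicle and 100% = reference agonist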
TNAP inh hiacc = blocks human TNAP under high phosphate acceptor concentration; P05186; purified TNAP, CDP-star luminescence, 1 M DEA; inhibition, % at 20 µM; 200,000 tested, 0.03% active;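 active means over 50% inhibition of tissue-nonspecific alkaline phosphatase at 20 µM in the single-dose screen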;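 further: plate controls were DMSO wells for no effect and EDTA-quenched wells as full inhibition for full effect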
Active calls of the source: *.

Every second line gives: TR-FRET SRC-2 ct, PPARg SRC-1 ag, TNAP act hiacc, PPARg SRC3 recr, TNAP inh no acc, HMGR II inh, bIAP inhibitor, bIAP activator, PPARg SRC2 recr, TNAP inh hiacc
N#CCCn1cc(C=C(C#N)C#N)c(-c2ccc(-c3ccccc3)cc2)n1
 : 1479, 16, 1.1, 0, 2, -3, -6, 1.1, 2, -5
Nc1c2c(nc3ccccc13)CCCC2
 : 1494, 8, 1, -3, -11, -2, -13, 1.1, -2, -3
COc1ccc(N(C(C)C(=O)N/N=C/c2ccc(OCC(C)C)cc2)S(C)(=O)=O)cc1 (stereo not drawn)
 : 1531, 0, 1, -2, -11, 1, -16, 1.2, -4, -1
O=C(O)CCN1C(=O)c2ccc(NC(=O)c3cccs3)cc2C1=O
 : 1566, 5, 1, -1, -3, 0, 9, 0.9, -9, -3
CCCCOc1ccc(N2C(=O)CC(NCCc3ccc(S(N)(=O)=O)cc3)C2=O)cc1 (stereo not drawn)
 : 1747, -2, 1, 0, -14, 0, 1, 1, 9, -2
O=C(NCC1CCCO1)c1ccc(CS(=O)(=O)c2ccc(Cl)cc2)o1 (stereo not drawn)
 : 1672, 8, 1, 2, -5, -4, 10, 0.9, 3, 2
Cc1nc(SCC(=O)Nc2ccc(N3CCOCC3)cc2)nc(C)c1C
 : 1773, 6, 1, 13, -14, 0, -4, 1, 4, -3
C/C(=N\Nc1ccccc1[N+](=O)[O-])c1ccc(N2CCOCC2)cc1
 : 1516, -12, 0.8, 0, 21, -3, -6, 1.1, -9, 19
CCN1C(=O)/C(=C/C=C2/Sc3ccccc3N2CCO)SC1=S
 : 1352, -5, 0.6, 2, 34, -1, 45, 0.5, 3, 42
O=C(CN1CCc2ccccc21)NC(c1ccccc1)c1ccccc1
 : 1480, -8, 1, 7, -8, 1, 34, 0.7, -3, -4
CC(C)CC(=O)NC(=S)Nc1ccc(Cl)cn1
 : 1684, -3, 1, 2, -11, -11, 12, 0.9, 9, -2
COc1ccc(Cl)cc1-c1csc(N)n1
 : 1517, 7, 1, 2, -3, -2, 0, 1, 8, 0
Cc1nn(-c2ccccc2Cl)c2sc(C(=O)Nc3nnc(C4CC4)s3)cc12
 : 1782, 10, 1, -3, -19, -5, 9, 0.9, -2, -1
O=C(N/N=C\c1ccc(OCC(=O)N2CCCC2)cc1)C(=O)Nc1ccccc1F
 : 1592, 2, 1.1, 0, 0, -5, 3, 1, 1, -6
COC(=O)Cc1ccc(NC(=S)NCCCO)cc1
 : 1405, -4, 1.1, -5, -6, -9, 8, 0.9, 2, -5
CCCNCc1cc(OC)c(OCCC)cc1Cl
 : 1499, 2, 1, -1, 3, -4, 9, 0.9, 3, -4
COCCOC(=O)c1c(C)oc2ccc(OS(C)(=O)=O)cc12
 : 1700, 10, 1, 0, -21, -7, 3, 1, 6, -3
Cc1ccc(-c2csc(NC(=O)c3cccc(S(=O)(=O)N4CCN(C)CC4)c3)n2)cc1
 : 1523, 4, 1, -4, -2, -1, 6, 0.9, 5, -2
COCCN=c1scc(-c2cccs2)n1/N=C/c1ccc(O)c(O)c1O
 : 1577, 5, 0.9, 7, 10, -8, 31, 0.7, 10, 14
CCN(CC)CC#CCC(OC)(c1ccccc1)c1ccccc1
 : 1583, 10, 1.1, -2, -7, 6, 5, 1, 6, -5

Just TNAP inh no acc (three entries from above):
smiles,TNAP inh no acc
CC(C)CC(=O)NC(=S)Nc1ccc(Cl)cn1,-11
COc1ccc(Cl)cc1-c1csc(N)n1,-3
Cc1nn(-c2ccccc2Cl)c2sc(C(=O)Nc3nnc(C4CC4)s3)cc12,-19

(list continues)
Every second line gives: TR-FRET SRC-2 ct, PPARg SRC-1 ag, TNAP act hiacc, PPARg SRC3 recr, TNAP inh no acc, HMGR II inh, bIAP inhibitor, bIAP activator, PPARg SRC2 recr, TNAP inh hiacc
O=C(CS(=O)(=O)c1cn(Cc2cccc(F)c2)c2ccccc12)N1CCCCC1
 : 1495, -2, 1, 1, -6, -3, -1, 1, -1, -1
Cc1cc(C(=O)NCC(=O)OCC(=O)N(C(C)C)C(C)C)ccc1[N+](=O)[O-]
 : 1435, 2, 1, 0, -10, -4, 34, 0.7, -1, 0
CCSc1oc(-c2ccco2)nc1S(=O)(=O)c1ccc(F)cc1
 : 1747, 8, 1, -2, -7, 1, 6, 0.9, 6, -5
CCOC(=O)c1sc2nc3c(cc2c1N)COC(C)(C)C3
 : 1527, 2, 1, -4, -18, -6, 4, 1, 8, -5
CCCc1[nH]nc2c1C(c1ccc(OC)c(Cn3nc(C)c(Br)c3C)c1)C(C#N)=C(N)O2 (stereo not drawn)
 : 1436, -6, 1, -1, -7, 0, -12, 1.1, 2, -4
COc1ccc(S(=O)(=O)N2CCCCC2)cc1NC(=O)CN1CCN(C(C)=O)CC1
 : 1444, 2, 1, -1, -10, -6, -39, 1.4, -4, -2
CCOc1ccc(CN2CCN(Cc3[nH]c4ccc(OC)cc4c3C)CC2CCO)cc1 (stereo not drawn)
 : 1814, 11, 1, 4, -7, -1, -6, 1.1, 11, -4
O=C(Nc1ccc(S(=O)(=O)Nc2nccs2)cc1)c1ccc(F)c(S(=O)(=O)N2CCOCC2)c1
 : 1807, 14, 1.1, 6, -6, 6, 1, 1, 15, -7
CCC(c1nnnn1CCC(C)C)N1CCC(C(N)=O)CC1 (stereo not drawn)
 : 1565, 2, 1.1, -2, -4, -7, 9, 0.9, 3, -7
O=C(O)c1ccc(/C=N/N2CCN(Cc3ccccc3)CC2)cc1
 : 1589, 1, 1, -3, -12, -3, -9, 1.1, -2, 0
O=C1c2ccccc2C(=O)N1CCc1csc(NNc2nc(CCN3C(=O)c4ccccc4C3=O)cs2)n1
 : 1557, 9, 1, 11, 2, 0, 34, 0.7, -8, 5
Cc1noc(COc2ccccc2OCc2onc(C)c2Cl)c1Cl
 : 1333, -4, 1.1, -7, -10, 0, 13, 0.9, -4, -10
CCn1cc(C(=O)N2CCOCC2)c(=O)c2cc(S(=O)(=O)N(C)C3CCCCC3)ccc21
 : 1347, -5, 1, 0, -9, -2, -1, 1, -3, -3
O=C(O)CCCC(=O)Nc1ccc(C(=O)NCc2cccnc2)cc1
 : 1674, 8, 1.1, 1, -15, -3, -2, 1, 0, -10
CC(=O)Nc1ccc(-c2nc3c(C)cccc3[nH]2)cc1
 : 1564, 1, 1, 5, -8, -1, 13, 0.9, -7, 2
CS(=O)(=O)N(CCc1ccccc1)CC(=O)N1CCc2ccccc2C1
 : 1531, 7, 1, 17, -11, -3, 9, 0.9, 10, -3
O=C(NCc1ccc2c(c1)OCO2)c1cccc([N+](=O)[O-])c1
 : 1371, -4, 1, -6, -11, 3, 29, 0.7, -5, -4
CC(Oc1ccc(F)cc1)C(=O)NN (stereo not drawn)
 : 1467, -1, 1, -3, -5, -6, 3, 1, -4, 1
CCOC(=O)C1C(=O)C=C(c2ccc(C)cc2)CC1c1ccc([N+](=O)[O-])cc1 (stereo not drawn)
 : 1607, 1, 1, 1, -1, 0, 0, 1, 8, -4
O=C1C2C3C=CC(C3)C2C(=O)N1c1cccc2cccnc12 (stereo not drawn)
 : 1604, 3, 1, 5, -17, 1, 1, 1, -1, -3
Cc1ccccc1NC(=O)NC(C)(C)CC(C)(C)C
 : 1669, 3, 1, 2, -10, -9, -6, 1.1, 5, 0
O=S(=O)(NC1CCc2ccccc21)c1ccc(S(=O)(=O)N2CCCC2)cc1 (stereo not drawn)
 : 1527, 2, 1, -1, -12, 2, 16, 0.8, 2, -5
CC1CCCCC1NC(=O)CN1CCC(O)(c2ccc3c(c2)OCO3)CC1 (stereo not drawn)
 : 1446, 9, 1.1, 0, -8, -4, -3, 1, -9, -5
COC(=O)Cc1c(C)nc2nc(-c3ccc(OC)cc3)[nH]n2c1=O
 : 1528, 9, 1.1, 12, -8, -2, -2, 1, 0, -7
CC(C)(C)C(=O)NCCCNc1ccc([N+](=O)[O-])cc1
 : 1524, 5, 0.9, 0, 2, -3, 23, 0.8, 3, 6
CCCc1cc(-c2n[nH]c(C)c2-c2ccc(C(=O)OCC)o2)c(O)cc1O
 : 1376, 6, 1, 5, -6, -5, -47, 1.5, 10, -3
CC(C)C(c1nnnn1Cc1ccco1)N1CCC(C(N)=O)CC1 (stereo not drawn)
 : 1451, 9, 1.1, 0, -12, 6, 1, 1, 8, -5
CCN1C=C(Cc2ccc(OC)cc2)C2=C(C1)C(c1ccc(OC)cc1)C(C#N)=C(N)O2 (stereo not drawn)
 : 1532, -2, 0.9, -6, 0, 3, 4, 1, -4, 8
CC1=C(C(=O)Nc2ccc(F)c(F)c2)C(c2cccs2)NC(=S)N1 (stereo not drawn)
 : 1973*, 17, 1, 8, -4, -2, 1, 1, 16, -2
C/C(=C\C(=O)c1ccccc1)Nc1ccc(N2CCOCC2)cc1
 : 1453, 0, 1.1, 14, -11, -2, 9, 0.9, 13, -5
O=C(COc1ccc(Cl)cc1)NCc1ccncc1
 : 1460, -2, 1, 1, -12, 1, 4, 1, -3, -3
CCOC(=O)CC(c1ccc([N+](=O)[O-])cc1)n1c(C)ccc1C (stereo not drawn)
 : 1383, -2, 1, 4, -9, -3, -9, 1.1, 2, -4
O=C(NCC1CCCO1)c1ccc(Cl)c(F)c1F (stereo not drawn)
 : 1503, 10, 1, 13, -10, 15*, 14, 0.9, 9, -2
Cc1cccc(NC(=O)Cn2cnc3ccccc3c2=O)c1C
 : 1536, -1, 1, -4, -8, -1, 7, 0.9, -1, -4
O=C(NC1CCS(=O)(=O)C1)OC1CCCCC1 (stereo not drawn)
 : 1711, 8, 1, -3, -10, -2, 5, 1, 6, -2
COCCN1C(=O)/C(=C/c2ccc(N3CCCC3)cc2)SC1=S
 : 1403, -6, 0.8, -8, 15, 1, 23, 0.8, 2, 15
c1ccc(Nc2nc(-c3cccs3)cs2)nc1
 : 1515, 11, 1, 10, -11, -3, 7, 0.9, -2, -5
COc1cccc(C2CC(c3ccc(C)cc3)n3nc(N)nc3N2)c1 (stereo not drawn)
 : 1581, 8, 1.1, 5, -8, 2, -1, 1, 2, -6
Cc1ccc(Nc2nnc(SCC(=O)Nc3ccccc3[N+](=O)[O-])s2)cc1
 : 1664, 7, 1, -3, -2, -7, 21, 0.8, 4, 0
CC1CCN(C(=O)Cn2cc3c(n2)CCCC3)CC1
 : 1438, -2, 1, 7, -19, -5, 2, 1, 6, -4
O=C(NCCC1=CCCCC1)C1CCCN(c2nc3ccccc3o2)C1 (stereo not drawn)
 : 1488, -10, 1, -3, 2, -1, -8, 1.1, -6, 0
N#C/C(=C\c1c(N2CCOCC2)nc2ccccn2c1=O)S(=O)(=O)c1ccccc1
 : 1549, 1, 1, -5, -5, -4, 5, 1, -5, -4
COc1ccc(/C=N/NC(=O)c2ccc(Cl)cc2)cc1Cn1cc(Cl)cn1
 : 1476, -4, 1, -3, -8, -1, 16, 0.8, 5, -1
N#Cc1ccccc1OCC(=O)Nc1c(C(=O)C2CC2)oc2ccccc12
 : 1734, 10, 1, 3, -7, 3, -1, 1, 12, -3
NNC(=O)CN1C(c2cccc(Cl)c2)=Nc2ccc(Br)cc2C1c1ccccc1 (stereo not drawn)
 : 1545, 6, 1, -5, -8, 0, 0, 1, 3, 1
Cc1nnc(N/N=C\c2ccc(-c3ccccc3[N+](=O)[O-])o2)n1N
 : 1544, 5, 0.9, 5, 8, 0, 10, 0.9, 10, 7
O=[N+]([O-])c1ccc(C[n+]2cccc3c4ccccc4ccc32)cc1
 : 1638, -2, 1, 5, -10, -2, 45, 0.6, 4, -4
CCc1nnc(NC(=O)CSc2ncnc3scc(-c4ccc(C)cc4)c23)s1
 : 1544, 6, 1.1, 12, -8, 3, 8, 0.9, 2, -7
